From PubChem
Myeloid diff 2 – promotes myeloid progenitor differentiation | calls only at 10 µM | AID 624256 | actives 1% (n = 360,000) | ER-HoxA9 myeloid progenitors, lysozyme-GFP differentiation, flow cytometry;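 active = normalized GFP-positive differentiation at or above the plate's own cutoff, the solvent-only control mean plus 3 SD; inconclusive = no clear call, values can overlap the other calls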;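 note: cells exposed to compound for four days before flow analysis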
SIAH1 antagonists – Siah-1 peptide-binding antagonists, primary screen, biochemical, fluorescence polarization, rhodamine-plectin, uHTS (AID 1817) | Siah-1 / rhodamine-plectin peptide fluorescence polarization; higher % means a stronger effect | displacement, % at 20 µM, or IC50 in µM where a hit was titrated | actives 0.02% (n = 290,000);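 active = displacement of at least 50% at 20 µM, with a fluorescence ratio check between 0.3 and a set limit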;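 note: plate controls were Siah plus tracer with DMSO for no effect and tracer alone without Siah for full effect; strong numbers were not always called active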
HIV fusion peptide – inhibitors of HIV fusion peptide binding, primary screen, biochemical, uHTS, fluorescence dequenching (AID 1986); cell-free peptide binding, fluorescence dequenching, 30 min; higher % means a stronger effect; inhibition, % at 20 µM; hits with a dose series show IC50 in µM; actives 0.3% (n = 290,000); in the data active = inhibition mostly above about 52%, no sharp cut-off; inactive = mostly below about 76%; note: some results filed as inactive read as strong as hits
AID2073 – inhibitors of Mint1-CaV2.2 protein interaction, biochemical, HTRF (AID 2073) | HTRF protein-protein interaction, Mint1-CaV2.2; higher % means a stronger effect | actives 0.19% (n = 290,000) | inhibition, % at 20 µM, or IC50 in µM where a hit was titrated; in the data active = inhibition mostly above about 51%, no sharp cut-off; inconclusive = no clear call, values can overlap the other calls; inactive = mostly below about 53%; note: some results filed as inactive read as strong as hits
XIAP displacement – XIAP antagonists, biochemical, IAP family, fluorescence polarization (AID 1018); displacement, % at 20 µM; hits with a dose series show IC50 in µM; actives 0.007% (n = 200,000); XIAP BIR domain, fluorescence polarization peptide displacement; higher % means a stronger effect; in the data active = displacement above about 50%; note: a part of the inactive calls stands beside numbers as strong as those of hits
Hep lipid drop – hepatic lipid droplet formation modulation; AML12 mouse hepatocytes, oleate lipid droplets, BODIPY imaging; inhibition, % at 6.5 µM; actives 0.4% (n = 240,000); AID 1656;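 active = lipid droplet intensity inhibited by at least 50%, with more than 500 cells counted; inconclusive = wells with under 300 cells, treated as cytotoxic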
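Material – mouse AML12 hepatocyte cell line, fixed after treatment · Compound dosing – one dose, 6.5 µM compound · Times – compound with oleate, overnight · Measured by – Image-based BODIPY and DAPI two-channel analysis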
NS5 inhibitors – flavivirus cap methylation enzyme inhibition – biochemical, confirmation dose response, primary screen (AID 588689); actives 0.3% (n = 340,000); Dengue-2 NS5 methyltransferase capping enzyme assay, biochemical; higher % means a stronger effect; one-dose inhibition, % at 25 µM; IC50 in µM for titrated hits; in the data active = a potency from the dose series; inconclusive = inhibition above about 29% without an active follow-up result
LYP phosphatase – inhibitors of LYP phosphatase, biochemical, fluorescence intensity, uHTS (AID 1779). recombinant LYP phosphatase, fluorescence intensity; higher % means a stronger effect. inhibition, % at 11.5 µM, or IC50 in µM where a hit was titrated. actives 0.054% (n = 290,000);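 note: plate controls were vehicle with enzyme for no effect and no enzyme for full effect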
NOD2 inhibition – inhibition of NOD2-driven NF-kB reporter – cell-based, luminescence, uHTS, HEK293 (AID 1566). HEK293 NOD2/NF-kB luciferase reporter, luminescence; higher % means a stronger effect. one-dose inhibition, % at 4 µM; EC50 in µM for titrated hits. actives 0.63% (n = 290,000); note: many of its hits are not listed in these tables
Hep lipid drop cells 6.5 µM – further read-out of Hep lipid drop, marked with its call; cell count; measured here: cell count, cytotoxicity flag;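 cells counted across two imaged fields per well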
NS5 inhibitors pilot replicate – second read-out of NS5 inhibitors, no call of its own (marks repeat the call); inhibition, %; measured here: pilot screen replicate inhibition
Myeloid diff 2 GFP+ MAC1+ % – further read-out of Myeloid diff 2, marked with its call; GFP+ MAC1+ double positive, %; measured here: differentiation confirmed by MAC1 staining
Active calls of the source: *; i = inactive; ? = inconclusive; . = not tested or not shown; + = active, no number. Cut-off read from the data, not from the text of the source, unless noted: active = inhibition above about 50%; inactive = the rest. These rows are one share of the data. The share of hits here may be higher or lower than overall.

SMILES	Myeloid diff 2	Myeloid diff 2 GFP+ MAC1+ %	SIAH1 antagonists	HIV fusion peptide	AID2073	XIAP displacement	Hep lipid drop	Hep lipid drop cells 6.5 µM	NS5 inhibitors	LYP phosphatase	NOD2 inhibition	others
Cc1ccc(C)c(NS(=O)(=O)c2cc(C(=O)NCC3CCCO3)ccc2C)c1 (configuration not stated)	i	1.9	-4%	0.1%	-3%	.	-9	813	-2%	-6%	-3%
CCN(c1ccccc1)S(=O)(=O)c1ccc(Cl)c(NC(=O)CSc2nnc(C)s2)c1	i	0.5	-2%	0.8%	-2%	0.0%	-22	748	-2%	2%	13%
CSc1cccc(NC(=O)CNS(=O)(=O)c2ccccc2)c1	i	0.8	3%	0.0%	6%	.	-4	884	3%	-12%	-2%
COc1ccccc1N(CC(=O)Nc1ccc(S(=O)(=O)N2CCOCC2)cc1)S(C)(=O)=O	i	0.6	2%	-0.6%	14%	.	0	834	-6%	-7%	0%
O=C(c1cc2ccccc2oc1=O)N1CCN(Cc2ccc3c(c2)OCO3)CC1	i	0.6	-3%	-2.7%	0%	-3.5%	10	733	-2%	-6%	0%
Cc1ccc(S(=O)(=O)N2CCN(C(=S)NCCc3ccccc3)CC2)cc1	i	0.9	2%	1.3%	-11%	-4.2%	-13	661	-3%	9%	-4%
C/C(=N\NC(=O)COc1ccccc1)c1ccc(O)cc1	i	0.2	0%	-1.4%	-10%	-6.3%	2	757	-9%	-6%	-28%
CCCCOc1ccc(-c2nc(/C=N/c3nccs3)c(O)o2)cc1	i	0.5	6%	17%	-2%	18%	-8	680	18%	6%	2%
c1ccc(-c2nc3c(ccc4ccccc43)[nH]2)nc1	i	0.6	2%	-0.1%	28%	-1.5%	-8	725	2%	-5%	-67%
CCOC(=O)C1=C(CC)Nc2ccccc2N=C1NC(=O)c1ccc(S(=O)(=O)N2CCCC2)cc1	i	0.3	2%	-0.3%	24%	-1.4%	-4	689	-5%	1%	7%
N/C(=N\OC(=O)c1cccc([N+](=O)[O-])c1)c1cccnc1	i	0.8	10%	1.7%	13%	0.3%	-16	625	0%	-8%	-10%
COC(=O)c1cc(S(=O)(=O)NCC2CCN(CCc3cccs3)CC2)cn1C	?	.	0%	-0.6%	20%	.	-14	806	-1%	-13%	7%
COc1ccccc1COc1ccc2c(C)c(CC(=O)O)c(=O)oc2c1C	i	1.7	3%	3.1%	10%	.	-12	815	5%	-6%	10%
COc1ccccc1CNC(=O)c1ccccc1C(=O)NC(C)(C)C(=O)NCc1ccccc1OC	i	5.6	-6%	-1.9%	3%	.	-48	731	-3%	-3%	9%
C=C(c1ccc(OC)cc1)c1ccc(OC)cc1	i	1.2	1%	-0.4%	-4%	-1.3%	8	736	-9%	0%	-1%
COc1cc(C2SCC(=O)N2c2c(C)n(C)n(-c3ccccc3)c2=O)ccc1O (configuration not stated)	i	0.5	-8%	-2.9%	3%	.	15	693	-9%	-1%	-10%
COc1ccc(/C=C/c2ccc3ccccc3[n+]2C)cc1OC	+	3.2*	-6%	3.8%	10%	.	.	.	-17%	-9%	-66%
Cc1ccc2c(Cl)c(C(=O)Nc3nn[nH]n3)sc2c1	i	0.4	28%	19%	-3%	-2.3%	3	724	.	-5%	8%
CN(C)S(=O)(=O)c1cccc(-c2nn(-c3ccccc3)cc2/C=C(/C#N)C(=O)NCc2ccco2)c1	i	0.6	12%	4.4%	26%	0.1%	1	733	-1%	-5%	3%
C[C@H](NC(=O)OC(C)(C)C)C(=O)N/N=C/C1=Cc2ccccc2OC1	i	0.7	-2%	-1.0%	3%	.	4	641	7%	-9%	-5%

Pulled one by one from above (2):
SMILES	Myeloid diff 2	Myeloid diff 2 GFP+ MAC1+ %	SIAH1 antagonists	HIV fusion peptide	AID2073	XIAP displacement	Hep lipid drop	Hep lipid drop cells 6.5 µM	NS5 inhibitors	LYP phosphatase	NOD2 inhibition	others
CCOC(=O)C1=C(CC)Nc2ccccc2N=C1NC(=O)c1ccc(S(=O)(=O)N2CCCC2)cc1	i	0.3	2%	-0.3%	24%	-1.4%	-4	689	-5%	1%	7%
COc1ccc(/C=C/c2ccc3ccccc3[n+]2C)cc1OC	+	3.2*	-6%	3.8%	10%	.	.	.	-17%	-9%	-66%

(list continues)
SMILES	Myeloid diff 2	Myeloid diff 2 GFP+ MAC1+ %	SIAH1 antagonists	HIV fusion peptide	AID2073	XIAP displacement	Hep lipid drop	Hep lipid drop cells 6.5 µM	NS5 inhibitors	LYP phosphatase	NOD2 inhibition	others
Cc1ccnc(NC(=O)COc2c(C)cc(C)cc2[N+](=O)[O-])c1	i	0.6	0%	1.1%	8%	-9.9%	-16	740	-9%	-1%	2%
Cc1ccccc1Cn1c(C)nc2ccc([N+](=O)[O-])cc2c1=O	i	0.4	-3%	-1.9%	5%	.	1	906	-3%	-5%	-12%	NS5 inhibitors pilot replicate=0.9
Cc1cc(Cl)ccc1OCC(O)CNCCc1ccc(S(N)(=O)=O)cc1 (configuration not stated)	i	0.8	1%	-0.3%	-5%	.	-55	794	-10%	-4%	3%
Cc1ccc(NC(=O)CCNS(=O)(=O)c2ccc3[nH]c(=O)oc3c2)c(Cl)c1	i	4.8	1%	3.1%	33%	.	1	742	3%	-9%	15%
CN(C)S(=O)(=O)c1ccc2oc(SCC(=O)NCC(F)(F)F)nc2c1	i	4.4	-3%	-3.7%	-7%	-6.3%	.	.	-3%	-4%	-2%
Cc1cccn2cc(COc3cccc([N+](=O)[O-])c3)nc12	i	0.5	13%	-0.9%	6%	-12%	-2	717	3%	-6%	-25%
CC12CCC(C(=O)NCc3ccccc3)(OC1=O)C2(C)C (configuration not stated)	i	1.3	-1%	-0.6%	4%	-5.6%	9	764	-1%	-8%	-24%
CCC(C)[C@H](NC(=O)N1CC(=O)Nc2ccccc21)C(=O)Nc1nccs1 (some centres not stated)	i	1.5	-8%	-1.0%	7%	.	-6	682	-11%	-6%	5%
Cc1ccnc(SCc2cn3c(C)cccc3n2)n1	i	0.3	3%	-0.4%	-8%	-14%	-8	640	3%	-1%	-18%
CC(C)COc1cccc(C(=O)NC2(C)CCS(=O)(=O)C2)c1 (configuration not stated)	.	.	13%	0.2%	2%	.	0	822	5%	-10%	5%
COc1ccc(/C=N/NC(=O)c2cccnc2)cc1Cn1nc([N+](=O)[O-])c(Br)c1C	.	.	-1%	-2.6%	3%	-4.4%	17	734	.	5%	3%
O=C(OCCOc1cccc(Cl)c1)C1CCN(S(=O)(=O)c2ccccc2)CC1	i	3.0	-3%	-1.0%	16%	.	-1	827	5%	-3%	8%
COc1ccc(C(=O)Nn2c(SCC(=O)NCc3ccccc3)nc3ccccc3c2=O)cc1	i	0.5	-3%	0.8%	1%	-5.0%	13	857	-5%	-6%	5%	NS5 inhibitors pilot replicate=-0.9
COc1ccc(C(=O)Nc2ccc3ncccc3c2)cc1	i	0.6	-5%	-0.3%	2%	.	-2	806	-3%	-5%	-156%
Cc1c(C)c2c(OCC(=O)NCC(C)C)cc3c(c2oc1=O)CCC(C)(C)O3	i	0.7	-1%	-1.0%	27%	.	-12	778	3%	-14%	17%
Cc1ccccc1-n1ncc2c1CC(C)(C)CC2NC(=O)CCN1Cc2ccccc2C1=O (configuration not stated)	i	0.8	1%	1.5%	5%	.	-7	671	-2%	-10%	17%
Cc1cccc(NC(=S)N2CCC(NC(=O)c3cccc(F)c3)CC2)c1	i	0.4	4%	-0.4%	-3%	.	7	762	-3%	-10%	-3%
CN1CCN(CC#CCC(O)(c2ccccc2)c2ccccc2)CC1	i	0.3	1%	-0.8%	-13%	.	-27	700	-5%	-10%	9%
COC(=O)CCN1CCN(S(=O)(=O)c2ccccc2Br)CC1	i	0.3	8%	0.4%	-3%	-6.7%	1	622	1%	-12%	13%
CCCCc1nc(NCCNC(=O)c2ccco2)c(C#N)c2c1CSC(C)(C)C2	.	.	1%	23%	11%	-23%	-1	659	.	0%	-8%
COCCn1c(Cc2ccccc2)nnc1SCC(=O)N1CCOCC1	i	0.7	-1%	1.8%	16%	-7.1%	12	732	-15%	-8%	2%
CC(C)(C)c1ccc(C(=O)c2c[nH]c(C(=O)NCc3cccnc3)c2)cc1	i	1.9	6%	-2.8%	-1%	-5.6%	-1	666	1%	3%	13%
Cc1cc(C)n2c(Nc3ccc4c(c3)OCCO4)c(-c3ccco3)nc2n1	.	.	-4%	-1.1%	10%	-2.4%	.	.	.	-7%	17%
CC1(C(=O)O)C=CC2(CCCCC2)N1C(=O)c1ccccc1 (configuration not stated)	i	0.7	-1%	2.9%	6%	-8.0%	38	785	0%	-11%	6%
O=C(c1coc(=O)c(Br)c1)N1CCOCC1	i	1.1	7%	10%	5%	-7.6%	-1	635	-6%	-1%	5%
O=C1c2nccnc2C(=O)N1c1ccc(F)cc1	i	0.3	6%	0.7%	-2%	-5.4%	6	714	2%	-1%	10%
O=CN1CCN(c2c([N+](=O)[O-])c(=O)oc3ccccc23)CC1	i	1.1	-2%	-2.1%	19%	.	2	710	-17%	-7%	.
Nc1ccccc1Nc1nc2ccccc2[nH]1	i	0.6	-4%	-4.5%	0%	.	1	833	-6%	-9%	-12%
Cc1cc(OCC(=O)NCCO)ccc1Cl	i	0.8	3%	0.8%	-2%	-2.0%	-3	718	-1%	0%	15%
COc1ccccc1CNC(=O)CSc1ccccc1	i	0.3	14%	-0.7%	-10%	0.1%	0	686	-3%	2%	-31%
CC(C)OC(=O)c1ccc(COc2ccc3ccc(=O)oc3c2)o1	i	0.8	0%	0.0%	13%	.	-1	713	-3%	-10%	-5%
CC(C)(C)OC(=O)N1CCC[C@H]1C(=O)NCC1CCC(C(=O)O)CC1 (some centres not stated)	i	0.4	2%	-0.6%	4%	-7.3%	.	.	-10%	-12%	6%
CC(C)c1ccc(N(CC(=O)NC2CCCC2)C(=O)CCC(=O)Nc2nccs2)cc1	i	0.3	3%	3.1%	7%	.	0	810	-2%	5%	1%
O=C(C1CCCN(S(=O)(=O)Cc2ccccc2)C1)N1CCCCC1 (configuration not stated)	i	0.3	-2%	-2.7%	-2%	-6.6%	.	.	4%	-9%	16%
COC(=O)CCC(=O)Nc1sc(C)c(C)c1C(N)=O	i	0.5	0%	-0.3%	-10%	-6.6%	.	.	-5%	5%	-5%
Cc1nn(CC(=O)NCc2ccc(OC(C)C)cc2)c(=O)c2cc3occc3n12	.	.	-2%	-2.6%	-2%	-2.4%	12	780	.	-6%	10%
Clc1ccc(CSc2nnc(-c3sccc3-n3cccc3)o2)cc1	i	0.5	2%	1.8%	9%	-2.4%	.	.	.	4%	24%
CCOC(=O)c1c(NC(=O)Nc2ccc(C)cc2)sc2c1CCN(C)C2	i	0.5	-5%	2.8%	-16%	.	-9	749	.	-4%	1%
COc1ccc(N(C)C(=O)CCS(=O)(=O)c2cccc3nonc23)cc1	i	1.4	2%	-0.1%	-6%	-6.2%	8	766	-2%	0%	9%
Cc1cc(C)n(-c2cccc(F)n2)n1	i	0.2	2%	-1.1%	?	-4.9%	2	696	.	-2%	6%
